# 3CLpro inhibitor – SARS-CoV 3CLpro protease inhibitors, primary screen, biochemical, quenched FRET; Replicase polyprotein 1ab (Severe acute respiratory syndrome coronavirus), P0C6X7; 290,000 compounds, 0.14% hits; recombinant SARS-CoV 3CLpro, quenched FRET peptide cleavage; inhibition, % at 6 µM; in the data active means inhibition above about 12%
# BoNT A protease – BoNT/A light chain protease inhibitors, primary screen, biochemical, flow cytometry, MLPCN library; Botulinum neurotoxin type A light chain protease (Clostridium botulinum A str. ATCC 3502); inhibition, % at 10 µM; 360,000 compounds, 0.17% hits; multiplex microsphere protease substrate cleavage; further: plate controls were buffer without enzyme for full effect and enzyme alone for no effect
# PrPC surface inh – inhibitors of human cell surface prion protein PrPC, primary screen, cell-based, TR-FRET; TR-FRET read-out; AID 720596, 2013; 370,000 compounds, 0.43% hits; inhibition, % at 13.8 µM; Major prion protein (Homo sapiens), P04156; in the data active means inhibition above about 24%; further: 0% = median of the test wells and 100% = reference compound wells
# PfHsp40 yeast – rescue of yeast from PfHsp40 toxicity, primary screen, S. cerevisiae, ATP luminescence | S. cerevisiae expressing PfHsp40, growth rescue | growth rescue, % at 12.5 µM | 340,000 compounds, 0.68% hits | AID 504582, 2011; in the data active means growth rescue above about 28%, passing the limit was not always enough;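 further: yeast W303a lacking pdr1 and pdr3 grown in galactose medium; growth measured after three days at 30 °C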
# TcdB inh – TcdB glycohydrolase inhibitors, primary screen, biochemical, single point, plate reader. 350,000 compounds, 0.24% hits. TcdB glycohydrolase enzymatic assay. inhibition, % at 9.99 µM. AID 652162, 2013; in the data active means inhibition above about 10%
# Target sequence (P18177 whole entry, looked up): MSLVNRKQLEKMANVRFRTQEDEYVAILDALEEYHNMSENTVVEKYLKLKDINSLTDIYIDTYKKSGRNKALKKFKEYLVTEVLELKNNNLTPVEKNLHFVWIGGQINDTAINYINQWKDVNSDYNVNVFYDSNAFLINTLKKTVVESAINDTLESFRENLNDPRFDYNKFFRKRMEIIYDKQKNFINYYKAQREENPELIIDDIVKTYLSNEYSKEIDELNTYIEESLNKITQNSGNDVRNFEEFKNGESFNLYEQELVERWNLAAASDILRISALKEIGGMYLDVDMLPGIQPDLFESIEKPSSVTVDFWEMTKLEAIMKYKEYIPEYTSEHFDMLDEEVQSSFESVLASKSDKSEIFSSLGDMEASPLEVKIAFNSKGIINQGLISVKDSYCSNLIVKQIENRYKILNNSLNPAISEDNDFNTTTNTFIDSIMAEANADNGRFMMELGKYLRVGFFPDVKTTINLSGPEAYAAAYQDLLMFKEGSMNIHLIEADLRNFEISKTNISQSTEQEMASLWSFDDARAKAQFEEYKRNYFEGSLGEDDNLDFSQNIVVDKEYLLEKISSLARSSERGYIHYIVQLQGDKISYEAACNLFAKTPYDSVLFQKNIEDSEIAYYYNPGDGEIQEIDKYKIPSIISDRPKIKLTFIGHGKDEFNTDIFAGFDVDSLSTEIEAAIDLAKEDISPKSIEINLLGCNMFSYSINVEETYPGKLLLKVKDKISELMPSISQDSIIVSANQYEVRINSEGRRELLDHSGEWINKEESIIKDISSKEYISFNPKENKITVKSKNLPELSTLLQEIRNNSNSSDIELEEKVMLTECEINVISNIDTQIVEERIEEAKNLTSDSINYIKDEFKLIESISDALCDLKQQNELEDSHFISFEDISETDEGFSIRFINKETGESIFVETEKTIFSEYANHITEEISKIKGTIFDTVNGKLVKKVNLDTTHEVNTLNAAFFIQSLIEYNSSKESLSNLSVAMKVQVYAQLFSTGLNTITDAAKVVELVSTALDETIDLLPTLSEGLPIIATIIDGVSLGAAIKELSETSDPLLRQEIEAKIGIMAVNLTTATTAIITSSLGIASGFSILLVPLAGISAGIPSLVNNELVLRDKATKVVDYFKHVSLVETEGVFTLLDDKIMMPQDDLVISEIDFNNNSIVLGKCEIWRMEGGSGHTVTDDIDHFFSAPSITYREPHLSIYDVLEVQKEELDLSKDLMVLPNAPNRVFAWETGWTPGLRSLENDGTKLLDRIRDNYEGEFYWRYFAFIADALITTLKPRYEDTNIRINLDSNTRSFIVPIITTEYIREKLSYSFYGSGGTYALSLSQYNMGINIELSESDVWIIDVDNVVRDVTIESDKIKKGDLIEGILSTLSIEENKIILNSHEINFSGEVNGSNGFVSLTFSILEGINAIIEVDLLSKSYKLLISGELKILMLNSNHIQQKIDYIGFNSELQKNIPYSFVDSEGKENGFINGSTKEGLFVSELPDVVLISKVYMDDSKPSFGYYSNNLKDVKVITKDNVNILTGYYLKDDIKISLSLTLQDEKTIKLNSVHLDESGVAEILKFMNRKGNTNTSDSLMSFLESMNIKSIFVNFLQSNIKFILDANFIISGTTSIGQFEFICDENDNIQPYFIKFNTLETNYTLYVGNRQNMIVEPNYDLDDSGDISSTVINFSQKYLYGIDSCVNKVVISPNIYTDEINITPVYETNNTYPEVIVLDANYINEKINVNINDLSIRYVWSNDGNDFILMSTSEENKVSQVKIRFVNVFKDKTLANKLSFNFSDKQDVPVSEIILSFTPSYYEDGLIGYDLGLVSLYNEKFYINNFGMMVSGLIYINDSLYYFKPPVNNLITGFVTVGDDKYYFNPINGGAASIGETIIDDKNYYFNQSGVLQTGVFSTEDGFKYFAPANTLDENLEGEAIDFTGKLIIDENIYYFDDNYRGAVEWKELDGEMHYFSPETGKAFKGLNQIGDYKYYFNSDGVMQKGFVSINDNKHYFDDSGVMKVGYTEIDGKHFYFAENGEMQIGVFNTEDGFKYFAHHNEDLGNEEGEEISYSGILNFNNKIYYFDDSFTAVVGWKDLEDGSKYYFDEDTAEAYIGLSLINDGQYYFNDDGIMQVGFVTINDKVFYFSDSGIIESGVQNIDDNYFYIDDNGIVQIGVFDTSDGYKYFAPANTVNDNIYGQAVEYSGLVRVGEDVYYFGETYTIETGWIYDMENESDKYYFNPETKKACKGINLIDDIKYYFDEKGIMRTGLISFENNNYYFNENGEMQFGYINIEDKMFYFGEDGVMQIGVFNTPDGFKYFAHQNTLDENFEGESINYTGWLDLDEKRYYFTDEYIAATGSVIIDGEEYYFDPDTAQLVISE
# Anthrax LF prot – Bacillus anthracis LF protease inhibitors, primary screen, biochemical, multiplex microsphere, MLPCN library; Lethal factor (Bacillus anthracis), P15917; multiplex microsphere protease cleavage assay; inhibition, % at 10 µM; 360,000 compounds, 0.12% hits; further: plate controls were buffer without enzyme for full effect and enzyme alone for no effect
# Yp Topo-I inh – Yersinia pestis topoisomerase I inhibitors, primary screen, biochemical, cleavage product accumulation, plate reader, single point. activity, % at 10 µM. Y. pestis Topo-I cleavage product accumulation. AID 504884, 2011. DNA topoisomerase I (Yersinia pestis CO92). 360,000 compounds, 0.064% hits; in the data active means activity above about 50%, passing the limit was not always enough; further: inactives centre near 2
# Vc quorum ag – inducers of Vibrio cholerae quorum light production without autoinducers, primary screen, BH1578 luxS cqsA deficient, single point; V. cholerae BH1578 lux reporter, luminescence, 6 h; activation, % at 18.7 µM; 350,000 compounds, 0.16% hits; AID 588436, 2011; in the data active means activation mostly above about 9.7%, no sharp cut-off; further: not every result past the cut was called active; inactives centre near 0; reference of the scale not given here
# SSB-PriA inh – inhibitors of Klebsiella pneumoniae PriA binding to SSB C-terminal tail, primary screen, biochemical, AlphaScreen. PriA–SSB C-terminal tail interaction (Klebsiella pneumoniae). 430,000 compounds, 0.6% hits. inhibition, % at 33 µM. AlphaScreen SSBct-PriA binding, biotinylated peptide; in the data active means inhibition mostly above about 37%, no sharp cut-off; inactive means mostly below about 20%;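 further: plate controls were negative control peptide for no effect and reference peptide for full effect; strong numbers were not always called active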
# Active calls of the source: *; i = inactive; x = no result given; & = joins results of further samples. Unless noted, no stated cut-off is given here; in the data, active means inhibition above about 30%; inconclusive means no clear call, values can overlap the other calls; inactive means below that. These rows are one share of the data; count on the stated rates, not on these rows.
SMILES,3CLpro inhibitor,BoNT A protease,PrPC surface inh,PfHsp40 yeast,TcdB inh,Anthrax LF prot,Yp Topo-I inh,Vc quorum ag,SSB-PriA inh
O=C(O)C1(P(=O)(c2ccccc2)c2ccccc2)CCC1,-1,0.0,5,2.3,x,-2,-4,i,-24
CCN(C(=O)CSc1ccc2ccccc2n1)C1CCS(=O)(=O)C1 (stereo unspecified),0,-0.6,1,0.9,1.0,-4,7,-1.0,-1
CN(C)C(=O)N1CCC(C(=O)N2CCCC(C(=O)c3ccc(C(C)(C)C)cc3)C2)CC1 (stereo unspecified),1,-0.7,10,0.1,-6.1,-1,34,-0.2,6
O=C(c1ccc(Br)cc1)c1coc2ccc(O)cc12,x,-0.3,2,1.5,0.6,0,3,-0.3,14
O=C(NCCOc1ccccc1Cl)c1ncn[nH]1,0,-0.4,-2,-0.9,0.7,2,0,i,6
O=C(CCc1ccccc1)NC1(Cc2ccccc2)CCN(CCc2cccs2)C1=O (stereo unspecified),x,-0.2,5,2.3,0.8,5,12,i,-2
N=c1c(C(=O)NCCc2ccccc2)cc2c(=O)n3ccccc3nc2n1Cc1ccco1,4,3.3,-14,0.4,-9.6,11,8,-0.1,-5
CC(=O)Nc1cccc(C(=O)N2CCN(Cc3ccccc3)CC2)c1,-9,2.0,-2,-1.4,x,6,-7,i,-21
CCCCN(C(=O)C1CCC1)c1c(N)n(CC(C)C)c(=O)[nH]c1=O,x,x,4,-1.8,0.4,x,7,i,3
COc1cccc(-c2oc3c(c2C#CC2(N)CCCCC2)C(O)CCC3)c1 (stereo unspecified),x,-1.4,6,x,0.7,-8,x,x,x
C[C@H]1CN([C@@H](C)CO)C(=O)c2cc(C#CC3(O)CCCC3)cnc2O[C@H]1CN(C)C(=O)C1CC1,x,-0.3,-4,x,2.7&-1.0,-5,-2,i,x
Cc1ccc(CC(=O)Nc2cc(C)on2)cc1,-4,-3.0,x,0.4,-0.9,-3,-1,-13,1
NNC(=S)Nc1ccc(S(=O)(=O)N2CCCCC2)cc1,7,0.4,4,0.4,0.4,-7,7,0.1,-10
O=C(c1ccc(-n2cncn2)c([N+](=O)[O-])c1)N1CCN(S(=O)(=O)c2ccccc2Br)CC1,x,1.7,-10,0.0,5.7,-1,0,i,-20
CN(C(=O)NC1CC(=O)N(c2ccc3c(c2)OCCO3)C1)c1ccccc1 (stereo unspecified),x,4.0,-4,0.0,-0.4,-2,5,i,-9
COc1ccc(NC(=O)c2ccc(-c3nn(C)c(=O)c4ccccc34)cc2)cc1C(N)=O,5,-1.0,-1,1.2,0.8,2,8,i,-3
COC(=O)C1C(=O)C(C(=O)c2ccccc2)C(=O)CC1(C)C (stereo unspecified),-2,1.6,4,1.1,1.0,4,-8,-0.8,-7
COc1cccc(CN(C)C(=O)C23CC4CC(CC(NC(C)=O)(C4)C2)C3)c1OC,-4,9.7,2,-0.5,-0.6,4,0,i,-3
CC1(C(=O)Nc2ccc3nc[nH]c3c2)CCN1C(=O)CCc1ccccc1 (stereo unspecified),x,0.2,-4,x,0.4,-1,4,-0.8,x
COC(=O)CCC(=O)Nc1c(C)n(C)n(-c2ccccc2)c1=O,2,-0.1,2,-2.6,-0.9,-5,1,0.1,-11
Cc1cc(C)cc(OCC(O)CN2CC(C)OC(C)C2)c1 (stereo unspecified),3,0.2,4,1.8,-0.2,-8,-1,-1.0,-12
OCCNc1nc(Nc2ccccc2OC(F)(F)F)nc(N2CCCC2)n1,x,-0.3,-4,1.5,0.3,-4,5,-11,-14
CC1CCN(C(=O)/C(=C\c2cccs2)NC(=O)c2ccccc2)CC1,1,1.0,-2,-0.5,1.0,-1,8,-0.4,-14
COCc1c(C(=O)OCC(=O)NCCc2ccc(S(N)(=O)=O)cc2)oc2ccccc12,x,0.0,-2,-1.5,-0.7,0,0,-0.6,1
COc1ccc(Cl)cc1NC(=S)NNC(=O)CC(C)C,-1,-0.8,-2,-0.9,2.8,0,-15,-0.3,-11
CCCCCCCCN1C(=O)[C@H](CC(=O)NCCc2ccccc2OC)C[C@@]2(C(=O)OCC)CCCC=C12,x,-0.1,4,x,-2.7,3,x,x,x
Cc1csc(NC(=O)CCc2c(C)nc3cc(-c4cccc(F)c4)nn3c2C)n1,-1,-0.7,-7,-0.7,0.3,-1,-3,-0.1,-19
O=C(/C(=C(\O)c1ccccc1)c1nc2ccccc2[nH]1)c1ccccc1,2,0.8,-7,-1.6,-0.5,-6,9,7.1,-4
COc1ccc(-c2ccc3[nH]c4c(c3c2)CCN2C[C@@H]([C@H](C)OC(=O)Nc3cc(Cl)cc(Cl)c3)[C@@H](N(C)C(=O)Nc3cc(Cl)cc(Cl)c3)C[C@@H]42)cc1,x,0.9,-9,x,1.5,-3,5,-0.2,x
C=CC[n+]1c(-c2ccc(Cl)cc2Cl)csc1Nc1c(C)n(C)n(-c2ccccc2)c1=O,-1,0.0,18,0.2,-34,-1,43,-0.3,32
COc1ccccc1OCc1csc(NC(=O)c2ccco2)n1,-2,-0.7,-4,0.1,x,2,2,i,-14
COc1cc(CNC(C)(C)C)cc(Br)c1OCc1cccs1,0,-0.4,6,0.9,x,-3,-3,-0.1,-17
O=C1c2ccccc2NC2(CCCCC2)N1N=C1CCCCC1,3,-0.6,0,-1.6,1.2,-5,0,1.0,-10
COC(CN(C)C(=O)c1ccc(CS(=O)(=O)c2ccccc2C)o1)OC,2,-2.7,-2,-2.3,-0.8,-15,-1,-3.4,7
Cc1nn(C)c(C)c1S(=O)(=O)N1CCc2ccccc21,6,0.2,7,-2.5,x,-1,-1,-0.4,-5
Cc1ccccc1CCNCc1ccc(Br)cc1,4,1.6,2,0.3,0.9,0,1,-0.2,2
COc1ccccc1CNC(=O)C1(C)CCN1C(=O)Cc1ccc(-c2ccccc2)cc1 (stereo unspecified),x,-0.2,1,x,0.8,1,15,i,x
CC(C)C[C@@]12C(=O)N(c3cccc(F)c3)C(=O)N1[C@H](c1ccc(F)cc1)[C@@H]1C(=O)N(C3CCCCC3)C(=O)[C@@H]12,x,-0.6,-5,1.9,0.3,-4,2,0.0,7
CCOC(=O)[C@]12CCC=C1N(Cc1ccccc1)C(=O)[C@H](CC(=O)NCc1ccc(C)o1)C2,x,0.1,0,x,0.3,4,x,x,x
CCCCCC(=O)OC(CN1CCCCCC1)CN1CCCC1=O (stereo unspecified),3,0.7,2,-0.4,1.2,1,-2,-0.4,-6
CC(C)Oc1cccc(NC(=O)c2cccn(Cc3ccc4c(c3)OC(F)(F)O4)c2=O)c1,2,-1.2,-6,2.2,x,-8,-10,-0.2,-24
Cc1cccc(C(=O)NC(=S)Nc2ccc(S(=O)(=O)N(C)c3ccccc3)cc2)c1,-6,0.3,9,-1.5,x,-1,9,0.5,-7
COc1ccc(N2C(=O)CSC2c2ccccc2[N+](=O)[O-])cc1 (stereo unspecified),1,0.3,-4,4.7,-0.7,-1,1,0.9,-1
Cc1ccc(S(=O)(=O)N2Cc3ccccc3CC2C(=O)NC(C)(C)C)cc1 (stereo unspecified),-4,2.4,1,-1.0,0.8,-9,23,-0.3,-3
CC(=O)c1ccc(NC(=O)COC(=O)c2ccccc2Sc2ccccc2C#N)cc1,2,-0.8,1,-0.5,0.3,0,12,-2.9,1
CN(C)c1ccc2c(=O)c3ccccc3oc2n1,x,-0.4,-4,x,0.5,-2,x,x,x
CCOc1ccc(NC(=O)C2C3CCC4C(CCC32)C4(Cl)Cl)cc1 (stereo unspecified),5,0.3,7,3.1,0.7,1,-4,-0.2,-10
c1cnc2nc(CSc3ncn[nH]3)cn2c1,1,0.8,0,-0.3,1.8,4,3,-0.6,-19
COc1ccc(C2C3=C(CC(C)(C)CC3=O)Nc3c2c(=O)n(C)c(=O)n3C)cc1OC (stereo unspecified),-5,-0.3,2,1.2,-1.1,-5,-7,-1.1,-5
COc1ccc(/C(N)=N/OC(=O)COc2ccccc2Cl)cc1,1,-0.4,0,-1.4,1.2,-2,14,-0.4,x
Cc1noc(NS(=O)(=O)c2ccc(N/C=C\C(=O)c3ccc4c(c3)OCO4)cc2)c1C,-1,1.5,-2,3.4,x,-4,9,-1.8,-13
CCN(CC)c1cc(C)c2cc(NC(=O)c3ccc(Br)o3)ccc2n1,-3,2.2,-12,0.7,x,-9,-25,i,-14
CCCCNC(=O)C1(C)CCN1C(=O)c1ccc2c(c1)C(C)(C)CCC2(C)C (stereo unspecified),x,-0.4,-5,x,1.1,0,13,-0.2,x
O=S(=O)(/N=C/c1ccccc1O)c1cccs1,0,-0.7,3,0.5,x,-4,2,i,x
N#Cc1ccccc1OCC(=O)N1CCN(C(=O)c2ccco2)CC1,4,8.9,4,0.2,0.3,8,-9,-0.2,-1
CCOC(=O)c1c[nH]c2c(C(F)(F)F)cccc2c1=O,5,-0.4,3,0.6,1.5,2,-4,-0.5,-18
CCOC(=O)Cn1c(CN(C)Cc2ccccc2)nc2c1c(=O)n(C)c(=O)n2C,2,0.9,12,-0.2,x,-3,1,-2.1,-8
Cc1ccc(C(=O)COC(=O)c2ccccc2NC(=O)c2ccccc2)cc1[N+](=O)[O-],0,0.2,-2,2.3,0.0,-1,-6,0.8,-1
Clc1cccc(Cl)c1/C=C/c1nc2ccccc2[nH]1,-5,-0.2,x,22,x,-7,-3,-2.2,-17
O=C(CC1C(=O)NCCN1Cc1ccccc1)NCCC1=CCCCC1 (stereo unspecified),2,0.2,4,-0.3,0.8,0,10,-3.8,4

# Grouped by structure, the compounds so far with an aryl thioether with sulfur outside any ring
SMILES,3CLpro inhibitor,BoNT A protease,PrPC surface inh,PfHsp40 yeast,TcdB inh,Anthrax LF prot,Yp Topo-I inh,Vc quorum ag,SSB-PriA inh
CCN(C(=O)CSc1ccc2ccccc2n1)C1CCS(=O)(=O)C1 (stereo unspecified),0,-0.6,1,0.9,1.0,-4,7,-1.0,-1
CC(=O)c1ccc(NC(=O)COC(=O)c2ccccc2Sc2ccccc2C#N)cc1,2,-0.8,1,-0.5,0.3,0,12,-2.9,1
c1cnc2nc(CSc3ncn[nH]3)cn2c1,1,0.8,0,-0.3,1.8,4,3,-0.6,-19

# (more compounds)
SMILES,3CLpro inhibitor,BoNT A protease,PrPC surface inh,PfHsp40 yeast,TcdB inh,Anthrax LF prot,Yp Topo-I inh,Vc quorum ag,SSB-PriA inh
Cc1ccc2nc(N3C(=O)C(O)=C(C(=O)c4cc5ccccc5o4)C3c3cccs3)sc2c1 (stereo unspecified),5,2.3,x,1.8,x,0,0,i,1
O=C(CN(CCc1ccccc1)S(=O)(=O)c1ccc(Cl)cc1)N/N=C/c1ccccc1C(=O)O,2,-1.2,-1,-0.4,-1.0,-1,44,-0.2,x
CC1CCC2(CC1)NC(=O)N(CC(=O)c1ccc(Cl)s1)C2=O (stereo unspecified),3,2.1,-34,-1.3,1.4,-4,-6,i,1
c1ccc(-c2nn3c(-c4ccccc4)nnc3s2)cc1,-9,-1.1,-7,-0.5,x,-10,-4,-0.3,-23
O=C(Nc1cc([N+](=O)[O-])ccc1N1CCCC1)c1cccs1,1,1.2,-30,-1.7,-0.7,3,-8,-0.7,0
Cc1ccccc1NC(=O)C1CCN(C2=NS(=O)(=O)c3ccccc32)CC1,-2,0.6,4,-1.0,0.6,2,1,-1.3,-3
CCC1CCCCN1C(=O)COc1ccc2c3c(c(=O)oc2c1)CCC3 (stereo unspecified),x,-0.5,7,-0.6,-2.5,-5,1,i,7
